Assay outcomes as filed in PubChem.
TexasRed fluor = Total Fluorescence Counterscreen for Inhibitors of the Interaction of Thyroid Hormone Receptor and Steroid Receptor Coregulator 2 | 280,000 compounds, 0.29% hits | Potency, µM (titrated, usually from 106 µM), without a hit: at the highest dose fluorescence change, negative = quenching | TRb/SRC2 Texas Red total fluorescence interference; active = well fitted curve in either direction with a large enough effect; inconclusive = small, poorly fitted or top-dose-only effect
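Human TRβ ligand-binding domain (0.6 uM) and Texas Red SRC2 peptide (20 nM) in Tris buffer with 1 uM T3 and 5% DMSO were incubated with pinned compound for 5 hr at ambient temperature. Total fluorescence was computed as S + 2P (555/632 nm).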
L3MBTL1 block = qHTS Assay for the Inhibitors of L3MBTL1; AID 485360, 2010; Potency, µM (doses to about 57.1 µM), inactives show top-dose activity, negative = inhibition, most hits filed as inhibitors; 230,000 compounds, 0.66% hits; Lethal(3)malignant brain tumor-like protein 1 (Homo sapiens), Q9Y468; AlphaScreen L3MBTL1–H3K9me1 peptide binding; also: nearly all actives have a fitted effect of over 60% in size
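First, the protein-peptide complex forms for 30 min at room temperature (L3MBTL1 50 nM, biotinylated H3K9me1 peptide 75 nM). Next, compounds are pin-transferred and incubated 30 min. Finally, AlphaScreen beads are added and read after 30 min.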
KDM4E inh = qHTS Assay for Inhibitors of Human Jumonji Domain Containing 2E (JMJD2E); Potency, µM (doses to about 57.1 µM), without a hit: top-dose activity change, negative = inhibition, usual class: inhibitors; JMJD2E catalytic domain, FDH-coupled NADH fluorescence (FDH is formaldehyde dehydrogenase); Lysine-specific demethylase 4E (Homo sapiens), B2RXH2; 230,000 compounds, 1.6% hits; active = well fitted inhibition curve with a large enough effect, not every such curve was filed as active; inconclusive = small, poorly fitted or top-dose-only effect, or another doubt; inactive = no such curve, though single readings can be large or run the other way;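 also: 0% = wells with enzyme and -100% = buffer wells without enzyme; nearly all actives have a fitted effect of over 50% in size; many of its hits are not listed in these tables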
Tau FP inhib = qHTS for Inhibitors of Tau Fibril Formation, Fluorescence Polarization; K18 P301L tau heparin fibrillization, Alexa594 FP, 6 h; Potency, µM (highest dose often 57.7 µM), without a hit: top-dose activity, negative = inhibition, most hits filed as inhibitors; 280,000 compounds, 0.39% hits; AID 1468, 2008; also: nearly all actives have a fitted effect of over 55% in size
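Human tau K18 […] P301L fragment, 15 uM unlabeled plus 0.24 uM Alexa 594-labeled tau (final), with compound and 20 uM heparin in 100 mM sodium acetate pH 7; 6 hr at 37 C, then Alexa 594 FP read.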
RECQ1 inh = qHTS Assay for Inhibitors of RecQ-Like Dna Helicase 1 (RECQ1). RECQ1 DNA unwinding, red fluorescence kinetic read. Potency, µM (highest dose often 57.3 µM), for the others: at the highest dose activity, negative = inhibition, hits mostly inhibitors. 240,000 compounds, 0.54% hits. ATP-dependent DNA helicase Q1 (Homo sapiens), P46063;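 also: plate controls were vehicle for no effect and no enzyme for full effect; nearly all actives have a fitted effect of over 30% in size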
Target sequence (P46063 whole entry, looked up): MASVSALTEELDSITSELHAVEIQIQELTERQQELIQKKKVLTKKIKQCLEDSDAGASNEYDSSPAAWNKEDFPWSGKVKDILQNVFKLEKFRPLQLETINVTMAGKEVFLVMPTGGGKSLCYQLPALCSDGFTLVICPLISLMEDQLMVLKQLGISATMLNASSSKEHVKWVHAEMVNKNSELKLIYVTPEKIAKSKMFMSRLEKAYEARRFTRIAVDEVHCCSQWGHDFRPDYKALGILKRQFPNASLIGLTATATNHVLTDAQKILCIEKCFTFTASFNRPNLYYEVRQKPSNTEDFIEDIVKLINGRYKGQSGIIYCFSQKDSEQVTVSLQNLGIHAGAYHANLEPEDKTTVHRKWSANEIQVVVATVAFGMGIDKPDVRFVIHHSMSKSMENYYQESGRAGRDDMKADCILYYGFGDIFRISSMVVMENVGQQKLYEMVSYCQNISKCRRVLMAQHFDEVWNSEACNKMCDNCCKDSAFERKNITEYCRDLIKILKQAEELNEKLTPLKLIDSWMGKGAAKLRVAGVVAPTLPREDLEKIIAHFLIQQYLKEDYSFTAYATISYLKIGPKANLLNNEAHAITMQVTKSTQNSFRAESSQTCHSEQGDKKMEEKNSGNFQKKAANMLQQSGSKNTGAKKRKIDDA
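RECQ1T1 50 nM; forked duplex (20 bp + 30-nt ss tails) 200 nM, ATP 2 mM final; pH 8.0, 2 mM MgCl2, 2.5 ug/ml poly(dI-dC); 15 min compound preincubation; discontinuous kinetic read over 2 h at RT.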
TRb SRC2 PPI = qHTS for Inhibitors of the Interaction of Thyroid Hormone Receptor and Steroid Receptor Coregulator 2 | TRbeta-SRC2 peptide binding, fluorescence polarization; receptor liganded with 1 µM T3 | Potency, µM (titrated, usually from 106 µM), inactives show top-dose activity change, negative = inhibition, actives largely listed as inhibitors | 280,000 compounds, 0.065% hits;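 also: plate controls were bound peptide for no effect and peptide without receptor for full effect; nearly all actives have a fitted effect of over 50% in size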
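TRb LBD 0.6 uM + Texas Red SRC2 peptide 20 nM, 1 uM T3, Tris buffer w/ 5% DMSO; compound pinned, 5 h RT; FP read ex 555/em 632; normalized to unbound and bound controls.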
RGS12 GoLoco inh = qHTS Assay for Inhibitors of RGS12 GoLoco Motif Activity (Red Fluorophore). Potency, µM (top dose mostly 61.6 µM), for the others: at the top dose activity, negative = inhibition, hits mostly inhibitors. Gai1:RGS12 GoLoco peptide FP, rhodamine, 10 min. 230,000 compounds, 0.44% hits; active = well fitted inhibition curve with a large enough effect, not every such curve was filed as active; inactive = no such curve, though single readings can be large or run the other way; also: nearly all actives have a fitted effect of over 30% in size; many of its hits are not listed in these tables
Target sequence (P63096 whole entry, looked up): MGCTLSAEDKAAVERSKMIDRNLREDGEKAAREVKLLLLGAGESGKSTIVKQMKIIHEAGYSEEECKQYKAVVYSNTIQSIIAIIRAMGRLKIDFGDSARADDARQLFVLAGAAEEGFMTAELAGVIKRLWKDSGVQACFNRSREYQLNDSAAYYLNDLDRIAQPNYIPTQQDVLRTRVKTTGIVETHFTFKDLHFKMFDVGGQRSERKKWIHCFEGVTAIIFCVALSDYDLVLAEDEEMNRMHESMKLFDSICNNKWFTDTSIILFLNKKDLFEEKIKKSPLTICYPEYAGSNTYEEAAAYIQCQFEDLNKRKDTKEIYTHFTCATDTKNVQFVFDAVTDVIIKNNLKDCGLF
Tau ThT inhib = qHTS for Inhibitors of Tau Fibril Formation, Thioflavin T Binding; Potency, µM (titrated, usually from 57.4 µM), for inactives: top-dose activity, negative = inhibition, most hits filed as inhibitors; Microtubule-associated protein tau (Homo sapiens), P10636; recombinant tau K18 P301L, heparin-induced fibrillization, ThT fluorescence; 270,000 compounds, 2.1% hits; also: nearly all actives have a fitted effect of over 55% in size
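ThT emission at 510 nm, taken 1 hr after adding 30 uM dye, quantifies aggregates formed when 20 uM heparin acts on human tau K18 P301L for 6 hr at 37 C.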
Numbers without * were called inactive; i = inactive; u = inconclusive; x = not tested or not shown; & = joins results of further samples; [ ] = another dose, or the depositor's remark. Unless noted, calls follow the shape of the dose curve; as a rule, active = well fitted curve in the direction sought with a large enough effect; inconclusive = small, poorly fitted or top-dose-only effect, or another doubt; inactive = no such curve, though single readings can be large; an effect the other way counts as inactive or inconclusive. Unless noted, % is scaled to controls: 0 for no effect and ±100 for the full control effect; potency is read from the fitted curve at half-maximal effect. An excerpt; rates above refer to the full screens.

SMILES | TexasRed fluor | L3MBTL1 block | KDM4E inh | Tau FP inhib | RECQ1 inh | TRb SRC2 PPI | RGS12 GoLoco inh | Tau ThT inhib
CCCc1cc(=O)oc2cc(C)cc(OCC(=O)O)c12 | -1.1% | 3.0% | u | -2.1% | -1.3% | -2.3% | -4.9% | -7.3%
COC(=O)[C@@H]1C[C@H]1[C@@H](NC(=O)c1cc(C)on1)c1ccccc1 | -1.3% | x | 12.9% | 0.8% | -4.9% | 8.5% | 12.6% | -0.7%
COc1cc(O)c(C(CC(=O)N2CCN(c3ccccc3)CC2)c2cc(OC)c(OC)c(OC)c2)c(OC)c1 (stereo unspecified) | -2.4%&-1.2% | x | 3.7% | -1.4% | 7.7% | 6.9%&-5.6% | 2.1% | -19.5%
O=C(N/N=C/C=C\c1ccco1)c1cccnc1 | -1.2% | -3.2% | -11.0% | u | -8.3% | -3.2% | 2.0% | u
O=C(NNc1nc2ccccc2s1)Nc1ccc(Cl)c(Cl)c1 | 1.8% | x | -2.6% | -16.2% | i | 2.1% | -7.9% | u
CC(C)NC(=O)NC(=O)COc1c(F)c(F)cc(F)c1F | 3.1% | x | 4.7% | -8.4% | 3.0% | -7.6% | -16.4% | -7.1%
CC1Cc2ccccc2N1C(=O)CSc1ccccc1 (stereo unspecified) | -3.0% | 22.1% | -3.5% | 0.8% | -7.3% | -1.6% | 5.7% | 1.9%
CCN(CC)CCCN(Cc1cc2ccc(C)c(C)c2[nH]c1=O)C(=O)NC1CCCCC1 | -0.1% | -3.1% | u | 8.0% | -3.4% | -16.7% | -6.0% | -3.8%
COc1ccccc1/C(O)=C(\C#N)c1nc2ccccc2[nH]1 | 0.7% | u | u | -1.7% | -8.6% | -6.0% | 4.2% | -4.3%
COc1ccccc1-c1nnc(SCC(=O)c2ccc(F)cc2)n1-c1ccccc1 | -3.2% | x | x | 6.8% | x | 12.4% | x | -17.4%
COc1ccc(-c2c(C(=O)O)nc3ccccc3c2C(=O)O)cc1 | 1.3% | 11.4% | 5.3% | 8.0% | -3.2% | 6.8% | 3.4% | -1.6%
COC(=O)CCC(=O)OC1(C)C(=O)C=C2C=C(C3CC3)OC=C2C1=O (stereo unspecified) | 6.1% | x | -11.0% | -2.2% | -2.6% | -8.3% | 2.8% | u
Cc1csc(/C(C#N)=N/O)n1 | 0.5% | -7.8% | 0.3% | 1.6% | 2.1% | -26.9% | -5.8% | -7.9%
CCN(CC)S(=O)(=O)c1ccc(NC(=O)c2ccc3c(=O)n4c(nc3c2)CCCCC4)cc1 | -1.2% | x | x | -12.1% | x | 2.6% | x | 18.6%
COc1ccc(S(=O)(=O)N2CCCCCC2)cc1Br | -3.3% | 29.8% | 6.8% | -0.8% | -13.2% | -0.6% | 8.7% | -8.6%
Cc1cc(C)c(C#N)c(SCc2c(F)cccc2[N+](=O)[O-])n1 | 5.8% | -9.5% | -3.8% | 5.3% | -1.6% | 1.6% | -4.4% | -4.6%
CC1CCCCC1NC(=S)Nc1ccc(SC(F)F)cc1 (stereo unspecified) | -3.0% | x | 0.9% | u | -2.3% | -7.3% | 9.5% | -5.1%
Cc1cccc2nc(-c3cccnc3)c(Nc3ccc(C(C)C)cc3)n12 | -0.7% | x | x | 8.2% | x | -4.2% | x | -10.7%
CN(C)C(=O)CSc1nc(-c2ccccc2)c(-c2ccccc2)o1 | -0.3% | u | u | -4.6% | 0.2% | -3.3% | 3.2% | -10.1%
Cc1ccc(OCC(=O)Nc2nnc(S(=O)(=O)N3CCCCCC3)s2)cc1 | 4.6% | 7.9% | x | -12.6% | x | -8.6% | x | u
O=S(=O)(c1ccccc1)N(CC1CO1)c1cccc2ccccc12 (stereo unspecified) | 1.0% | -2.1% | u | -11.7% | 4.0% | 4.0% | 16.8% | -16.6%
CCN(CC)S(=O)(=O)c1ccc(C)c(NC(=O)/C=C/c2cccs2)c1 | -2.3%[53 µM] | -2.5% | -16.4% | -4.1% | u | 4.9%[53 µM] | 8.7% | -1.8%
O=c1[nH]c2cc(Cl)ccc2c(O)c1-c1cccc(Oc2ccccc2)c1 | -0.5%&-3.1% | x | u | -4.4% | -5.7%&-13.1% | 4.2%&-1.3% | 0.1% | -4.3%
CCc1nn(C(C)C(=O)Nc2cccc(C)c2C)c(=O)c2cc3occc3n12 (stereo unspecified) | -0.5% | -0.1% | u | 7.7% | 7.3% | 7.2% | 22.4% | -11.9%
COc1ccc(CCNC(=O)c2nnc(Cc3ccc(Cl)cc3)o2)cc1OC | 0.9%&2.0% | x | 12.5% | -2.6%&0.1% | 2.3% | 0.4%&-1.7% | -0.8% | -9.4%&-2.9%
O=C(NCCCN1CCc2ccccc2C1)C1CCN(c2nnc(-n3cccc3)s2)CC1 | -0.8% | -13.7% | 4.6% | -5.8% | 4.1% | -2.9% | -15.4% | -4.2%
COc1ccc(CCNS(=O)(=O)c2ccc(Cl)s2)cc1OC | 2.1% | 0.1% | 1.7% | -13.8% | -10.3% | -0.3% | 5.3% | -15.1%
O=C1c2ccccc2S(=O)(=O)N1CC(O)COc1ccc(Cl)cc1 (stereo unspecified) | 0.6% | 0.4% | 4.3% | -2.9% | -8.9% | -15.2% | x | -4.3%
O=C(CN1CCN(CCN2C(=O)c3cccc4cccc(c34)C2=O)CC1)c1ccc(F)cc1 | 1.3% | -12.5% | u | -6.0% | -1.5% | 0.2% | -10.9% | u
CSCCC(N)C(=O)O (stereo unspecified) | 1.1% | x | x | 2.0% | 1.5% | 7.9% | -48.3% | -13.7%

The list goes on; the last five above are carried over.
SMILES | TexasRed fluor | L3MBTL1 block | KDM4E inh | Tau FP inhib | RECQ1 inh | TRb SRC2 PPI | RGS12 GoLoco inh | Tau ThT inhib
O=C(NCCCN1CCc2ccccc2C1)C1CCN(c2nnc(-n3cccc3)s2)CC1 | -0.8% | -13.7% | 4.6% | -5.8% | 4.1% | -2.9% | -15.4% | -4.2%
COc1ccc(CCNS(=O)(=O)c2ccc(Cl)s2)cc1OC | 2.1% | 0.1% | 1.7% | -13.8% | -10.3% | -0.3% | 5.3% | -15.1%
O=C1c2ccccc2S(=O)(=O)N1CC(O)COc1ccc(Cl)cc1 (stereo unspecified) | 0.6% | 0.4% | 4.3% | -2.9% | -8.9% | -15.2% | x | -4.3%
O=C(CN1CCN(CCN2C(=O)c3cccc4cccc(c34)C2=O)CC1)c1ccc(F)cc1 | 1.3% | -12.5% | u | -6.0% | -1.5% | 0.2% | -10.9% | u
CSCCC(N)C(=O)O (stereo unspecified) | 1.1% | x | x | 2.0% | 1.5% | 7.9% | -48.3% | -13.7%
COc1cccc(N(CC(=O)Nc2cccc(N(C)S(C)(=O)=O)c2)S(C)(=O)=O)c1 | -8.0% | 5.1% | 3.4% | 2.2% | i | -4.1% | 2.0% | 8.5%
CC(Sc1ccc2c(c1)OCCO2)C(=O)Nc1ncc(Cl)cc1Cl (stereo unspecified) | -0.5% | 1.8% | -5.9% | -11.5% | -12.5% | -6.8% | -2.1% | u
CC(C)(C)c1ccc(OCCCC(=O)NC2=NCCS2)cc1 | 1.3% | x | -5.5% | -1.3% | i | -10.6% | -6.8% | u
COc1cccc(NC(=O)COC(=O)c2ccc(S(=O)(=O)NCc3ccco3)cc2)c1 | 0.3% | x | 2.8% | -9.9% | -13.1% | -4.3% | -10.7% | -14.8%
COc1ccc(OC)c(NC(=O)CCN2CCCCC2)c1 | 0.3% | -25.8%[11.4 µM] | -16.3% | -0.1% | i | -21.7% | -7.4% | -1.6%
Cc1nn(C(C)C(=O)NCc2ccco2)c(C)c1[N+](=O)[O-] (stereo unspecified) | 1.2% | 0.0% | -1.8% | -0.2% | i | 12.0% | 14.9% | -15.4%
CCCN=C(N)NCCC[C@H](N)C(=O)O | -4.3% | x | u | -6.8% | -0.6% | -0.9% | -2.1% | -4.9%
CO/N=C/c1cccn1-c1nccc(N(C)C)c1C#N | 1.9% | 4.8% | 2.3% | -11.3% | i | -4.0% | -2.2% | 0.7%
CSc1ccc(CN(C)CC(=O)Nc2cccc(Br)c2)cc1 | 0.8% | 21.1% | -11.3% | -0.4% | -4.9% | 11.6% | -5.1% | 4.8%
CC1CCCC(C)N1/N=C/c1ccccc1C(=O)O (stereo unspecified) | -6.8% | 6.1% | u | -6.2% | -13.2% | -0.4% | -2.3% | -4.2%
COc1ccc2cc3cc(C(=O)N4CCN(c5ccc(C(C)=O)cc5)CC4)sc3nc2c1Cl | -2.1% | x | x | -0.3% | x | -7.2% | x | u
O=C(Nn1c(C2CCCCC2)nc2ccccc2c1=O)c1ccc([N+](=O)[O-])cc1 | 2.8% | 4.1% | 4.2% | 10.0% | -5.9% | 9.6% | -42.8% | 4.8%
Cc1c(N(CC(=O)O)S(=O)(=O)c2ccccc2)c(=O)n(-c2ccccc2)n1C | -2.1% | 14.7% | -1.0% | 0.6% | i | 2.2% | 8.9% | 9.0%
CN1CCN(c2ccc(CNS(=O)(=O)c3ccsc3)cc2)CC1 | -1.4% | -0.2% | 6.2% | -3.0% | i | 5.5% | -1.8% | 0.5%
CCn1cc(C(=O)OCC(=O)N2C(C)CCCC2C)c(=O)c2ccc(C)nc21 (stereo unspecified) | 0.6% | 40.9%[activator] | -6.6% | -3.8% | -5.3% | -8.2% | -19.7% | 0.5%
Cc1ccc(S(=O)(=O)Cn2nnnc2C(C(C)C)N2CCN(Cc3ccco3)CC2)cc1 (stereo unspecified) | -2.8% | -1.0% | -6.9% | -4.0% | -7.1% | -2.7% | x | -17.9%
